# Assay outcomes from PubChem.
# Vif inh: blocks HIV Vif function; HEK293T cells, Vif self-association by quenched fluorescence, imaging, 24 h; inhibition, % at 7.49 µM; 340,000 tested, 0.35% active; AID 602346; in the data active = inhibition above about 50%, passing the limit was not always enough; inconclusive = no clear call, values can overlap the other calls; inactive = below about 31%; also: some results filed as inactive read as strong as hits
# Shn3 3UTR inh: inhibitors of Schnurri-3 3'UTR reporter in osteoblasts; Clone20 osteoblast Shn3 3'UTR firefly luciferase, 24 h; inhibition, % at 12.5 µM; 360,000 tested, 0.52% active; AID 588674;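 active = mean inhibition of at least 75% with every replicate also reaching 75%; inconclusive = mean inhibition at least 75% but some replicate below; inactive = mean inhibition below 75%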;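 also: 0% = median of neutral control wells and 100% = pilot-screen positive control compound; some compounds past the cut are filed as inactive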
# PDI turbidity: PDI (human) enzyme inhibition; PDI insulin aggregation turbidity, A650, 90 min; AID 588391; inhibition, % at 10 µM; 350,000 tested, 0.052% active;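 active = mean inhibition across replicates of 30% or more, whatever share of single replicates reach that level; inconclusive = mean inhibition below 30% while every single replicate reaches 30%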;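 also: absorbance from insulin aggregation driven by PDI reduction with DTT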
# Target sequence (P07237 whole entry, looked up): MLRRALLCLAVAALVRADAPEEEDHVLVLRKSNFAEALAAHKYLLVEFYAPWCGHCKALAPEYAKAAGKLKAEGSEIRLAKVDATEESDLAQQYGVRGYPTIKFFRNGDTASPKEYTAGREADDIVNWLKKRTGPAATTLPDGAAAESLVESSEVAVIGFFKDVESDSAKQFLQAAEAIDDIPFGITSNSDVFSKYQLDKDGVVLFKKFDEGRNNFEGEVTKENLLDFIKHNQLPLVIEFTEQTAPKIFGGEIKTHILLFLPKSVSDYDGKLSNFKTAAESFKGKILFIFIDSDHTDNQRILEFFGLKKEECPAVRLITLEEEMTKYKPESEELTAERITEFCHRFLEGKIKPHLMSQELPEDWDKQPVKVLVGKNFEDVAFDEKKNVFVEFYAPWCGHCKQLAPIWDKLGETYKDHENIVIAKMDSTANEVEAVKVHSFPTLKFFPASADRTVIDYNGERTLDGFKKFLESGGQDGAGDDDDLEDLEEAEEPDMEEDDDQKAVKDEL
# NR2E3 ag-1: human photoreceptor-specific nuclear receptor agonism | Q9Y5X4 | CHO-S Gal4-NCOR/VP16-NR2E3 two-hybrid, luciferase | inhibition of corepressor binding, % at 3.98 µM | 360,000 tested, 0.35% active | AID 602229;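 active = inhibition above the mean of all tested compounds plus 3 SD, cut at about 70% in these data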;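 also: 0% = DMSO with NR2E3 transfected cells and 100% = cells lacking NR2E3 construct; higher means lower luciferase signal from less NR2E3 corepressor binding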
# Target sequence (Q9Y5X4 whole entry, looked up, the tested form may be a part): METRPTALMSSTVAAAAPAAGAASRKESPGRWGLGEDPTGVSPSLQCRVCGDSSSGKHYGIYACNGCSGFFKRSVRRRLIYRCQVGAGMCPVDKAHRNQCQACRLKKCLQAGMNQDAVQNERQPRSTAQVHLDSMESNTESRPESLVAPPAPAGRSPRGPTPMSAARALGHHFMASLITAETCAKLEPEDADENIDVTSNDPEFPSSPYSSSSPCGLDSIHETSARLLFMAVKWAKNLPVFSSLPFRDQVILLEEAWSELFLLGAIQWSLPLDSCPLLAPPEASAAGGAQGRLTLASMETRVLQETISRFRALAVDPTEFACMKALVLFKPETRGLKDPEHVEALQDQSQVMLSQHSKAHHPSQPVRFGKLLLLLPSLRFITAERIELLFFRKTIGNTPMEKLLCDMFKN
# HIF-2a block: blocks HIF-2a reporter activity; 360,000 tested, 0.72% active; inhibition, % at 18.8 µM; 786-0 RCC cells HIF-2a reporter, luciferase luminescence, overnight; AID 624352;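 active = inhibition of the luminescence signal of 40% or more relative to plate controls, in a single-dose primary screen at 18.75 µM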
# NR2E3 ag-2: activates human photoreceptor nuclear receptor NR2E3 | GST-NR2E3/biotin-RetCOR TR-FRET, 1536-well | inhibition of corepressor binding, % at 4.78 µM | 320,000 tested, 0.12% active | AID 2300;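 active = percent inhibition above the cutoff of mean plus 3 SD of all tested compounds, set per screening campaign, cut at about 20% in these data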;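 also: 0% = DMSO wells and 100% = biotin wells as full block of FRET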
#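 Material – GST-tagged NR2E3 plus biotinylated RetCOR corepressor · Quantity – NR2E3 fusion 1.35 nM · Times – 5 h incubation at 4 °C · Medium – pH 7.5 Tris-based buffer · Technique – TR-FRET, Eu(K)-anti-GST donor, streptavidin-D2 acceptor, ex 340, em 617/671 nm · Benchmarks – high control biotin, low control 0.6% DMSO · Format – 1536-well plates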
# TRPM1 prom inh: inhibitors of MITF-driven TRPM1 promoter in melanoma cells; 330,000 tested, 0.83% active; AID 488899; SK-MEL-5 TRPM1 promoter luciferase, 24 h; inhibition, % at 12.5 µM;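 active = mean inhibition across replicates of 60% or more, whatever share of single replicates reaches that level; inconclusive = some that reach 60%, reason not given; inactive = mean inhibition across replicates below 60%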; also: values of inactives mirror those of a sister screen read the other way
# CF NFkB block: cystic fibrosis NF-kB activation inhibition. AID 588850. 360,000 tested, 0.86% active. KKLEB NF-kB-GFP reporter, PAF-induced, GFP fluorescence overnight. inhibition, % at 5 µM;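 active = at least 50% inhibition at 5 µM, scaled per plate between neutral and stimulator controls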;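 also: PAF is a Pseudomonas aeruginosa culture filtrate used as stimulus; plate controls were PAF-stimulated DMSO wells for no effect and unstimulated DMSO wells for full effect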
# CaV13 FRET inh: Primary screen for inhibitors of IQ motif and Ca2+-dependent inactivation inhibitor domain binding in CACNA1D, Förster resonance energy transfer in living cells, …. 340,000 tested, 0.098% active. HEK cells, CFP/YFP FRET ICDI-IQ, plate reader, 10 min; percent FRET-ratio fall versus neutral wells. inhibition, % at 12.3 µM. AID 743397;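 active = mean replicate inhibition of at least 30% and at least 1% of replicates passing that level; inconclusive = only one of the two criteria is met; inactive = neither criterion is met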;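 also: 0% = median of the neutral control wells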
# KKLEB cytotox: counter-screen for CF NF-kB inhibitors: cytotoxicity; KKLEB CF airway cells viability, ATPlite luminescence, overnight; hits give low values; cells stimulated with P. aeruginosa culture filtrate; AID 602141; 360,000 tested, 0.36% active; activity change (cytotoxicity), % at 5 µM;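 active = corrected activity change at or below -50% at 5 µM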
# Peg3 promoter: Peg3 promoter activity inhibition | inhibition, % at 20 µM | HeLa PEG-Prom luciferase reporter, luminescence, overnight | 360,000 tested, 1.7% active | AID 588405;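 active = inhibition of at least 50% at 20 µM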
# An asterisk follows results filed as active; ? = inconclusive; . = not tested or not shown.
SMILES,Vif inh,Shn3 3UTR inh,PDI turbidity,NR2E3 ag-1,HIF-2a block,NR2E3 ag-2,TRPM1 prom inh,CF NFkB block,CaV13 FRET inh,KKLEB cytotox,Peg3 promoter
COc1ccc(CCN2CC(C(=O)NCc3ccon3)CCC2=O)cc1 (configuration not stated),.,-10,8,-41,-7,.,.,6,-6,8,14
CCOCCCNC(=O)C1CCC(CNS(=O)(=O)c2ccc(F)cc2)CC1 (configuration not stated),8,-1,-17,4,5,-2,4,-11,.,1,1
Cc1ccc([C@@H]2CC=C(C(=O)O)[C@H](c3ccc(Cl)cc3)N2S(=O)(=O)c2ccc(C)cc2)cc1,-10,4,-1,28,14,8,-15,13,-5,13,11
O=C(Nc1ccccn1)C1CCN(S(=O)(=O)c2ccc3c(c2)OCCCO3)CC1,-11,7,2,-4,22,-2,7,22,-5,-17,14
Cc1ccc(-c2nnc3sc(CCc4ccccc4)nn23)cc1,0,-14,-3,-57,-134,5,-1,-1,.,-11,-51
CCOC(=O)c1c(C)[nH]c(C)c1C(=O)COC(=O)c1cccc(S(=O)(=O)NC)c1,2,-13,-6,-1,23,0,1,3,-4,2,8
COc1ccccc1CN(C(=O)c1cnccn1)C(C(=O)NC1CCCCC1)c1cc(OC)c(OC)c(OC)c1 (configuration not stated),-6,-9,1,-27,2,-3,-5,-5,-3,2,11
O=C(CNC(=O)c1ccco1)OCc1ccc(C(=O)Oc2ccccc2)cc1,8,-2,0,-13,-7,3,-18,-24,-4,15,-28
COCCn1cc(C(=O)N2CCC(C)CC2)c2c3ccccc3n(C)c2c1=O,1,-21,-2,-13,9,3,-12,2,-3,4,11
Cc1cccc(NC(=O)C(C)N2C(=O)C3C4CC(C(Br)C4Br)C3C2=O)c1 (configuration not stated),-10,-3,9,-12,13,1,-2,1,-4,5,7
CSc1nc(NNC=O)cc(Oc2ccc(NC(C)=O)cc2)n1,5,-6,2,-16,16,1,4,-11,-4,3,5
Cn1c(=O)c2c(ncn2CC(=O)OCC(=O)NCCc2ccccc2)n(C)c1=O,-13,-3,0,-36,-2,.,-15,-37,-6,7,5
CCCS(=O)(=O)NC(=O)C1(C)CCN(C(=O)c2ccc(OC)cc2)C1 (configuration not stated),.,10,0,7,23,.,.,4,.,1,0
Cc1ccc(C(=O)Nc2ccccc2C(=O)N2CCCC2)cc1[N+](=O)[O-],-1,14,-2,9,1,-1,-3,9,-4,8,-2
Nc1c2c(nc3ccccc13)N(C1CCCCC1)CC2,?,-7,8,-7,3,-4,-28,-21,-5,-10,20
COc1ccc(NC(=O)CCC(=O)Nc2nnc(C3CCCCC3)s2)c(OC)c1,4,7,3,-7,7,2,-1,15,-7,-11,-13
O=C(CN1C(=O)NC2(CCCC2)C1=O)NCCc1ccc(Cl)cc1Cl,0,3,11,-5,13,-1,0,-6,-6,-14,15
NC(=O)c1ncc(C(F)(F)F)cc1Oc1cccc(F)c1,5,11,17,5,5,2,8,-1,-5,9,4
NC(c1csc(Nc2ccc(C(=O)c3ccccc3)cc2)n1)C1CCCCC1 (configuration not stated),65*,80,-3,19,3,.,.,36,-11,-10,97*
COC(=O)c1ccc(Cn2c(C)c(C(=O)NCc3cccs3)sc2=O)o1,.,3,2,-20,19,.,.,-7,-5,11,12
Cc1ccc(SCc2nc3ccccc3[nH]2)cc1,-6,-53,-2,-97,-291,-2,-72,-6,-4,-21,-247
CC(=O)OC1CC(C)(C)N(OC(=O)c2ccccc2)C(C)(C)C1,-7,20,-8,6,15,1,-8,5,-4,0,6
Cc1nc(SCN2C(=O)c3ccccc3C2=O)n[nH]1,-28,-5,-7,-2,-5,3,-2,-17,-5,1,1
O=C(O)CCCC(=O)Nc1ccc2c(c1)oc1ccccc12,0,-4,-2,-34,25,.,0,-2,5,-4,-2
O=c1c2[nH]c3ccc(F)cc3c2ncn1CC1CCCO1 (configuration not stated),-4,-8,5,12,-101,2,-9,-15,-14,7,-25
CCOC(=O)C1CCN(S(=O)(=O)c2cc3c4c(c2)C(C)C(=O)N4CCC3)CC1 (configuration not stated),5,-18,2,3,15,4,3,-20,-16,0,-20
ON=C1C2CC=C(c3ccccc3)C1CCC2 (configuration not stated),-9,1,0,2,14,.,-5,-27,-7,0,10
c1ccc(CN2CCN(c3nc4ccccc4n4cnnc34)CC2)cc1,0,0,12,9,-6,-2,-9,18,-7,-6,-2
Cc1ccc(NC(=O)CSc2nc(=O)n(CCN(C)C)c3c2CCCC3)cc1Cl,3,-7,4,12,-10,-1,-8,-21,-6,-5,10
COc1ccc(C(=O)O)cc1S(=O)(=O)NCCc1ccccn1,-4,-1,2,34,12,3,9,-18,-5,7,11
CN=C(NC1CCCCC1)c1ccc(Cl)cc1,-4,15,1,-27,8,-2,-2,-6,-19,6,5
CCCc1nc(-c2cc3cc(C)ccc3[nH]c2=O)no1,.,-4,3,-26,10,0,8,-4,3,12,2
OCCN=Cc1c(O)[nH]c2ccccc12,13,23,-11,-8,22,-5,5,13,-5,-4,6
COc1ccc(CCNC(=O)Cn2c([N+](=O)[O-])cnc2C)cc1OC,-6,2,8,-10,5,7,1,-6,6,2,3
Cc1ccc(/C(O)=C2/C(=O)C(=O)N(Cc3ccco3)C2c2cccs2)cc1 (configuration not stated),11,-14,-2,2,-76,8,-8,12,-6,-16,-33
CN(C)CCCNc1cc(C(C)(C)C)nc2c(-c3ccccc3)cnn12,15,.,1,-87,-290,2,-62,14,1,-8,-36
COc1ccc(N(CC(=O)N2CCN(C)CC2)S(=O)(=O)c2cc(C)ccc2OC)cc1Cl,.,20,-8,-9,8,-4,1,-6,-3,1,12
Cc1ccccc1OC(C)C(=O)NCCCN1CCOCC1 (configuration not stated),-13,-14,-1,6,4,1,8,-10,.,-3,6
Cc1cc(S(=O)(=O)N2CCCCC2)ccc1OCC(=O)N1CCOCC1,12,-1,-1,4,14,-1,-9,-4,.,8,-1
C=CCN1CN(S(=O)(=O)c2cccc(Cl)c2)c2nc3ccccc3nc21,2,2,5,-6,-46,4,-1,23,-15,31,15
Cc1ccccc1N1CCN(C(=O)[C@@H]2CCCN2C2=NS(=O)(=O)c3ccccc32)CC1,-5,21,-9,13,-1,-1,-1,5,-6,-5,6
CCc1nc2ccc(C(=O)NCCc3ccc(OC)cc3)cc2nc1CC,5,-19,-2,-25,3,1,-31,26,-2,-19,19
COc1ccc(NC(=O)c2cc([N+](=O)[O-])ccc2N2CCCCC2)cc1OC,19,19,1,-8,6,.,24,-8,-3,-9,15
COc1ccc(C)cc1NC(=O)C12CCC(C)(C(=O)O1)C2(C)C (configuration not stated),.,-14,-41,12,-59,1,-10,0,-3,3,-57
C(=C1c2ccccc2-c2ccccc21)c1ccncc1,4,-16,-2,-16,-163,.,-31,16,-9,-6,-94
C=CC[C@@H](CC(=O)N[C@H](CO)Cc1ccccc1)C(=O)N[C@@H](COC(=O)[C@@H](CC=C)Cc1ccc(F)cc1)Cc1ccccc1,.,13,16,-20,13,.,10,13,-6,-8,18
O=C(C1CC1)N1CCc2cc(Br)cc(S(=O)(=O)NCC3COc4ccccc4O3)c21 (configuration not stated),-17,12,1,-20,0,0,-2,-76,-5,-5,14
COc1ccc(CSc2nc(C)cc(C)c2C#N)cc1,15,-8,-7,-6,-9,3,-4,-4,-15,-1,-4
CCN(Cc1ccccc1)C(=O)c1cccs1,.,-20,2,5,-8,.,.,17,-14,-2,1
C=CCNc1nc(Nc2ccc(Cl)cc2)nc(OC)n1,-17,-35,7,-6,-138,1,-4,4,-5,-1,-171
# (list continues)
SMILES,Vif inh,Shn3 3UTR inh,PDI turbidity,NR2E3 ag-1,HIF-2a block,NR2E3 ag-2,TRPM1 prom inh,CF NFkB block,CaV13 FRET inh,KKLEB cytotox,Peg3 promoter
CCOC(=O)c1cc(C#N)c(N2CCN(C)CC2)nc1-c1ccccc1,0,6,-5,-7,11,3,7,14,-4,-10,24
CC(Oc1ccc2ccccc2c1)C(=O)NNC(=S)NC(=O)c1ccco1 (configuration not stated),-2,5,-2,6,24,1,11,6,-7,-4,16
CC(C(=O)NC1CCCCC1)N(Cc1ccc(F)cc1)C(=O)c1snc(C(N)=O)c1N (configuration not stated),2,4,-4,-28,11,-1,0,21,-3,-15,20
CCC(=O)NC(c1cc(Cl)c2ccccc2c1O)C(C)C (configuration not stated),-1,8,-1,12,11,0,2,-21,-6,-12,29
CCCCn1c(SCC(=O)Nc2cc(C)[nH]n2)nc2ccsc2c1=O,11,15,0,7,10,2,8,-1,-6,13,10
Cc1c(S(=O)(=O)N2CC(C)CC(C)C2)c(=O)n(C)c(=O)n1C (configuration not stated),7,2,-13,-14,2,-2,8,-12,-6,-4,10
OCCCCNCc1ccc(OCc2ccc(Cl)cc2)cc1,3,-25,-13,0,-81,2,-53,0,-8,-4,20
Cc1cc(NC(=O)CN2CCCCC2)n(-c2ccccc2)n1,6,.,-6,-19,23,2,.,3,-18,-3,-4
CSc1ccccc1NC(=O)COC(=O)c1ccccc1Cc1ccccc1,13,-7,10,-20,0,0,-19,17,-19,-1,-6
Cc1[nH]c(C)c(S(=O)(=O)N2CCN(c3cccc(C(F)(F)F)c3)CC2)c1C(=O)N1CCCCC1,9,-6,3,-7,-16,1,4,2,-7,-14,13

# Three compounds already listed, ordered by the value under NR2E3 ag-1, falling.
structure | NR2E3 ag-1
Cc1[nH]c(C)c(S(=O)(=O)N2CCN(c3cccc(C(F)(F)F)c3)CC2)c1C(=O)N1CCCCC1 | -7
Cc1cc(NC(=O)CN2CCCCC2)n(-c2ccccc2)n1 | -19
CSc1ccccc1NC(=O)COC(=O)c1ccccc1Cc1ccccc1 | -20

# (further entries)
SMILES,Vif inh,Shn3 3UTR inh,PDI turbidity,NR2E3 ag-1,HIF-2a block,NR2E3 ag-2,TRPM1 prom inh,CF NFkB block,CaV13 FRET inh,KKLEB cytotox,Peg3 promoter
CCN(CC)S(=O)(=O)c1ccc(C(=O)N2CCN=C2SCc2cccnc2)cc1,-2,12,-10,7,10,-3,-10,-1,-4,-4,5
Cc1cc(C)c2c(CC(=O)NC(C)C)coc2c1,3,-20,-2,-9,15,0,-4,3,8,-2,14
CC(C)(C)c1ccc(C(=O)N2CCC2(C)C(=O)NS(=O)(=O)c2ccccc2Cl)cc1 (configuration not stated),2,6,-28,2,8,.,.,14,-8,-11,11
Clc1ccc2c(c1)C=Nc1c(NCc3ccccc3)ncnc1O2,27,1,-1,-4,11,3,-6,-8,-4,2,13
